TDP2 absorb – blocks human TDP2 phosphodiesterase activity; O95551; recombinant TDP2, T5PNP hydrolysis, p-nitrophenol absorbance 415 nm; inhibition, % at 12.8 µM; 370,000 compounds, 0.34% hits; AID 720702;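 active means inhibition above the mean of all tested compounds plus 3 SD, set per campaign, cut at about 25% in these data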;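 further: 0% = DMSO with enzyme and 100% = buffer with substrate but no TDP2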
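test system = human TDP2 enzyme | input = TDP2 enzyme at 120 nM final | medium = 50 mM Tris-HCl pH 7.5 with Mg2+, KCl, DTT, BSA | also added = T5PNP substrate, 5 mM | times = 2 h at 37 °C | technique = epi absorbance | benchmarks = high control without enzyme, low control DMSO plus TDP2 | replication = each compound tested once, singlicate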
PRMT1 FP inh – PRMT1 (human) inhibition, primary screen; recombinant PRMT1, activity-based probe fluorescence polarization; 370,000 compounds, 1.3% hits; Q99873; inhibition, % at 2.79 µM;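 active means inhibition above about 21% made by adding two undisclosed values, limit read from the data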
MBD2 inh – blocks human MBD2 binding to methylated DNA. Q9UBB5. TR-FRET, MBD2 binding to methylated oligonucleotide. inhibition, % at 4.4 µM. 370,000 compounds, 0.31% hits; in the data active means inhibition above about 13%
Target sequence (Q9UBB5 whole entry, looked up): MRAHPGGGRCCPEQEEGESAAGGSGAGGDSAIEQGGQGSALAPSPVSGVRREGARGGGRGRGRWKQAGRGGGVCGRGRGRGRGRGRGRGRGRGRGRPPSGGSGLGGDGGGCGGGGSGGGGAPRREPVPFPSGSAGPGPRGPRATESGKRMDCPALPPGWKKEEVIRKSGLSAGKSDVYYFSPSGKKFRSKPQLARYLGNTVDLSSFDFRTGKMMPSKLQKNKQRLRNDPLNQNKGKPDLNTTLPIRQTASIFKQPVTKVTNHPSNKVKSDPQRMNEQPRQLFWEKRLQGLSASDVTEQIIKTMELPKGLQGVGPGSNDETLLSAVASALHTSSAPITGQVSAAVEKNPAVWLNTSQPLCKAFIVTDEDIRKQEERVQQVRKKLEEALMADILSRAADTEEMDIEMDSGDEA
proKLK7 act – activates the human kallikrein-7 zymogen | P49862 | purified proKLK7, EDANS-DABCYL substrate fluorescence; 100% is mature enzyme control, 0% vehicle | activation, % at 7 µM | 370,000 compounds, 0.9% hits | AID 652039;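 active means activation above the mean of all tested compounds plus 3 SD, computed per campaign excluding outliers beyond control limits, cut at about 13% in these data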
LEDGF integ inh – blocks HIV-1 LEDGF/p75-dependent DNA integration; inhibition, % at 3.7 µM; AID 743269; TR-FRET IN-LEDGF/p75 DNA integration, Eu/Cy5; 370,000 compounds, 0.64% hits;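 active means inhibition above the screen-wide mean plus 3 SD, cut at about 13% in these data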;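 further: signal is the Cy5 over europium emission ratio at 671 and 618 nm; 0% = plate median of compound wells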
Tn7 DDE FP – inhibitors of Tn7 peptide binding to human fibrin DD(E); P02675; FP displacement of FITC-Tn7 peptide from fibrin DD(E); 0% = median of compound wells per plate; inhibition, % at 8.3 µM; 370,000 compounds, 0.13% hits; AID 720508;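 active means inhibition above the mean of compounds falling within the control limits plus 3 SD of them, cut at about 14% in these data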;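 further: 0% = plate median of compound wells and 100% = 10 µM Aha-Tn7 peptide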
Target sequence (P02675 whole entry, looked up): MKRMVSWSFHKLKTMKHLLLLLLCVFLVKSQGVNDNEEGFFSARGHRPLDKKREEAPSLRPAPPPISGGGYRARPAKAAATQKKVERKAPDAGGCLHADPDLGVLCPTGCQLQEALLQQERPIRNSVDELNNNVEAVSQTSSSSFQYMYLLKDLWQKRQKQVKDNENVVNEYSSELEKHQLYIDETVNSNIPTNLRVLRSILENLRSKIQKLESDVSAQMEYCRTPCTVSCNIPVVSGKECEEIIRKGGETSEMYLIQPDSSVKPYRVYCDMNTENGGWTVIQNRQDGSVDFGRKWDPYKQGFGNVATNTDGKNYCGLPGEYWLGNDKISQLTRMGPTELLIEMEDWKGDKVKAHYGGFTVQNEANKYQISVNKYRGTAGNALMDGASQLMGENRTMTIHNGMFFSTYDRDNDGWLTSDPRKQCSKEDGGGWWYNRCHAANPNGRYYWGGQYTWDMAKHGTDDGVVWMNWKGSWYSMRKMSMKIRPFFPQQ
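Assay system: human fibrin DD(E). Input: DD(E) 2 µM final. Medium: Tris buffer with calcium and detergent, pH 7.8. Compound dosing: single point at 8.3 µM. Timing: 10 min plus 3 h, room temperature. Technique: fluorescence polarization of the labelled Tn7 tracer. Read-out: percent inhibition. Replicates: singlicate testing.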
DDE Tn6 FP inh – DD(E)-Tn6 binding inhibition, primary FP screen; 370,000 compounds, 0.21% hits; inhibition, % at 8.3 µM; P02675; Fibrin DD(E) TRITC-Tn6 fluorescence polarization displacement;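 active means inhibition above a per-campaign cutoff: mean of compounds within control limits plus 3 SD, cut at about 15% in these data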;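 further: 0% = median of all compound wells on the plate and 100% = blocking peptide control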
SIAE inh – blocks human sialic acid acetylesterase. Q9HAT2. SIAE FP-Rh probe binding, fluorescence polarization. inhibition, % at 9.66 µM. 370,000 compounds, 0.69% hits. AID 1053197;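 active means inhibition above a cutoff: mean of compounds within the control limits plus 3 SD of those, cut at about 17% in these data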;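 further: 0% = plate median of compound wells and 100% = probe without SIAE protein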
TCR-CD3 inh – inhibitors of human TCR-CD3 interaction; TAMRA-labeled TCR probe fluorescence, biochemical; inhibition, % at 9.4 µM; 360,000 compounds, 0.37% hits; in the data active means inhibition above about 19%;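 further: recombinant mutant TCR 2C K166C tagged with TAMRA read by polarization; 0% = receptor in buffer alone and 100% = receptor with positive control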
UHRF1 binding – human UHRF1 methylated DNA binding inhibitors; inhibition, % at 4.4 µM; Q96T88; UHRF1 binding to methylated oligo, TR-FRET; 370,000 compounds, 0.75% hits; AID 687016; in the data active means inhibition above about 21%;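 further: UHRF1 SRA domain binding a hemimethylated CpG hairpin DNA probe; 0% = median of test compound wells and 100% = reference inhibitor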
Active calls of the source: *; / = not tested or not shown. Some of the compounds tested; rates above refer to the full screens.

Results follow in this order: TDP2 absorb	PRMT1 FP inh	MBD2 inh	proKLK7 act	LEDGF integ inh	Tn7 DDE FP	DDE Tn6 FP inh	SIAE inh	TCR-CD3 inh	UHRF1 binding
#1 Cc1cc(C)c(C2=NOC(O)(C(F)(F)F)C2)c(=O)[nH]1 (centres undefined)
 : -1	-2	4	0.5	-3	6	9	-4	-2	1
#2 CC(=O)O[C@H]1CC[C@]2(C)C3CC[C@@]4(C)C(C[C@@H](O)[C@@H]4O)C3[C@@H](OC(C)=O)C[C@H]2C1 (some centres undefined)
 : 5	-3	-5	-0.1	2	7	-4	1	5	0
#3 CC(C)C(=O)c1cn(Cc2ccc(C#N)cc2)c2ccccc12
 : 4	-2	-1	0.0	2	0	8	0	2	0
#4 CCn1cc(C(=O)N2CCOCC2)c2ccccc21
 : 8	-5	-3	-0.5	-4	0	-3	-5	1	0
#5 COCCOC(=O)C1=C(N)OC(C)=C(C(=O)OC)C12C(=O)Nc1ccccc12 (centres undefined)
 : 2	-3	8	0.7	-3	1	-4	-4	-1	8
#6 O=C1CCCC2=C1C(c1cccnc1)Nc1ccccc1N2 (centres undefined)
 : -16	-5	-7	-0.2	0	-9	-6	0	3	3
#7 Cc1cc(OCC(=O)N[C@@H](Cc2ccccc2)C(=O)O)c2c3c(c(=O)oc2c1)CCCC3
 : -8	-2	4	5.3	-1	-1	0	-5	5	0
#8 O=C(N/N=C/c1c(O)n(CCc2ccccc2)c(=O)[nH]c1=O)c1ccccc1
 : -21	-2	-5	0.0	-2	-5	9	-1	37*	-1
#9 CCC(=NCCO)c1c(O)n(-c2ccccc2)c(=O)[nH]c1=O
 : 1	-3	3	0.2	-3	2	6	3	-1	-1
#10 CCOC(=O)c1c(N)n(Cc2ccc(OC)cc2)c2nc3ccccc3nc12
 : -5	1	-10	-25	3	6	-6	-9	3	-5
#11 Cc1c(N=Nc2c(O)[nH]c(=O)[nH]c2=O)c(=O)n(-c2ccccc2)n1C
 : -9	1	-4	-0.3	-5	2	-5	-6	-8	-1
#12 N#CC1c2ccccc2-n2nncc2CN1C(=O)c1cccnc1 (centres undefined)
 : 5	-3	-1	0.1	-3	-8	-2	1	/	1
#13 CC(C)CCOC(=O)c1c(N)n(CC2CCCO2)c2nc3ccccc3nc12 (centres undefined)
 : -6	0	-6	-41	-4	-2	-3	-3	7	-7
#14 CC12CCC(=O)C=C1CC(O)C1C2CCC2(C)C1CCC2(C)O (centres undefined)
 : 8	-3	4	0.0	2	1	3	5	-4	-2
#15 Cc1oc(-c2cccs2)nc1CSCC(=O)N1CCC2(CC1)OCCO2
 : 1	2	3	1.1	5	3	-1	-3	2	3
#16 CN1C(=O)C(=Cc2ccccc2OCc2ccc(Cl)cc2)C(=O)N(C)C1=O
 : -5	4	1	0.0	-2	2	4	3	0	2
#17 CC(=NCc1cccnc1)c1c(O)n(-c2ccccc2)c(=O)[nH]c1=O
 : 10	2	-2	0.6	1	-4	-12	1	1	1
#18 CC1=C2[C@@H]3OC(=O)[C@H](C)C3CC[C@@]2(C)C=CC1=O (some centres undefined)
 : 4	-2	-1	0.4	0	3	1	-3	-3	0
#19 CCOc1ccc(-c2cc(C)[n+](CCN(CC)CC)c(-c3ccc(OCC)cc3)c2)cc1
 : -6	4	4	45*	-5	1	3	-6	2	5
#20 Oc1ccccc1-[n+]1c(-c2ccccc2)cc(-c2ccccc2)c(O)c1-c1ccccc1
 : -3	5	0	-0.1	0	-2	-10	2	-8	6
#21 COc1cc(C)c(-c2nc(CN3C[C@@H]4C[C@@H](C3)c3cccc(=O)n3C4)c(C)o2)cc1C
 : -5	-2	-4	1.0	7	-5	-3	2	-9	3
#22 Cc1nn(Cc2ccc(Cl)cc2Cl)c(Cl)c1C(=O)Nc1ccc(OC(F)F)cc1
 : -7	-1	0	-0.8	-1	2	-1	2	3	-4
#23 Nc1cc(N2CCNCC2)c([N+](=O)[O-])cc1Cl
 : -4	-2	2	-0.4	1	-1	4	-1	1	0
#24 CC(C(=O)Nc1ccc(Br)cc1C(=O)c1ccccc1)N1CCCCC1 (centres undefined)
 : -1	-1	-4	0.1	0	-1	4	4	-4	-2
#25 Cn1c(O)c(/C=N/N2CCCCC2)c(=O)[nH]c1=O
 : 0	-2	-9	0.2	1	1	3	5	3	-5
#26 O=C(CN1CCCCC1)c1ccccc1F
 : 11	6	4	0.1	-5	-1	-1	6	-3	3
#27 COP(=O)(OC)C(C)NC(=O)OCc1ccccc1 (centres undefined)
 : 10	0	-1	/	-2	-1	1	-4	/	4
#28 CCCN(CC#CCO)CCC
 : 2	-2	0	-0.1	-6	3	3	-4	4	0
#29 COC(=O)C1=C(c2ccc(OCc3ccccc3)cc2)C[C@@H]2CC[C@H]1N2C(=O)NCc1ccc2[nH]ccc2c1
 : -12	-1	-6	-0.4	0	5	-2	14	-6	-3
#30 CCN(CC)C(=O)c1ccc(NC(=O)Nc2ccccc2F)cc1
 : -4	0	7	-0.3	2	-1	4	-7	2	-2

Results in MBD2 inh and SIAE inh, for some of the entries so far:
No. | structure | MBD2 inh | SIAE inh
8 | O=C(N/N=C/c1c(O)n(CCc2ccccc2)c(=O)[nH]c1=O)c1ccccc1 | -5 | -1
9 | CCC(=NCCO)c1c(O)n(-c2ccccc2)c(=O)[nH]c1=O | 3 | 3

Further structures
Results follow in this order: TDP2 absorb	PRMT1 FP inh	MBD2 inh	proKLK7 act	LEDGF integ inh	Tn7 DDE FP	DDE Tn6 FP inh	SIAE inh	TCR-CD3 inh	UHRF1 binding
#31 O=C(O)[C@H]1NC[C@H]2C[C@H]21
 : 15	1	2	-0.2	-4	2	1	6	-5	-1
#32 O=c1[nH]c2cc(Cl)ccc2n1C1CCN(Cc2ccc(-c3nc4ccc(F)cc4nc3-c3ccccc3)cc2)CC1
 : 5	2	0	-3.1	-3	6	5	-16	6	0
#33 COC(=O)C1=C(c2ccc(-c3ccccc3)c(F)c2)C[C@@H]2CC[C@H]1N2C(=O)N1CCC(C)CC1
 : -15	2	8	0.6	4	2	-15	-4	-3	5
#34 COC(=O)C1=C(c2ccc(F)cc2OCc2ccccc2)C[C@@H]2CC[C@H]1N2C(=O)NCc1ccc(OC)c(OC)c1
 : -12	-3	-1	0.8	-5	-2	-6	5	-4	-1
#35 COc1ccc(CCN(C)Cc2ccc(F)cc2F)cc1OC
 : 10	-2	-3	0.7	2	0	1	-6	-2	3
#36 CC/C=C/CC(=O)N[C@@H](c1ccccc1)[C@@H](O)C(=O)O[C@H]1C[C@@]2(O)[C@@H](OC(=O)c3ccccc3)C3[C@](C)(C(=O)[C@H](OC(C)=O)C(=C1C)C2(C)C)[C@@H](O)C[C@H]1OC[C@@]31OC(C)=O (some centres undefined)
 : -4	9	9	0.1	-2	4	-4	-7	-5	5
#37 CCN1CCN(Cc2ccccc2C)CC1
 : 3	-2	-4	0.2	2	2	4	1	5	-1
#38 O=c1[nH]c(N2CCN(Cc3ccc4c(c3)OCO4)CC2)nc2c1CCC2
 : -5	-2	-2	0.3	1	-10	2	-1	8	0
#39 Cc1cccc(-n2c(O)c(C=NCc3cccnc3)c(=O)[nH]c2=O)c1C
 : 7	1	2	-0.2	3	-6	-4	0	-6	-1
#40 COc1ccc(-n2c(=S)[nH]c3ccc(C)cc3c2=O)cc1
 : 6	1	0	-0.4	0	1	1	2	4	0
#41 CCC(CC)NC1CCCCC1OC (centres undefined)
 : 14	-1	-1	0.0	4	-3	4	8	7	1
#42 CCN(CC)Cc1c[nH]c2ccccc12
 : 6	1	3	0.2	3	-6	-1	-1	-5	5
#43 CC(=O)OC1(c2ccccc2)CCN(C)C2CCCCC21 (centres undefined)
 : 7	-2	2	0.6	0	-2	8	11	5	3
#44 CCOC(=O)C1CCN(/C=C2/C(=O)NC(=O)N(c3ccc(OCC)cc3)C2=O)CC1
 : 9	1	-2	0.7	-1	-1	2	-1	1	-1
#45 Nc1c2c(nc3sc4c(c13)CCCCC4)CCCC2
 : 0	3	2	-0.1	0	-1	-1	-9	-2	0
#46 CCC1C(c2ccccc2)NC(c2ccccc2)CC1(O)c1ccc(F)cc1 (centres undefined)
 : -8	-3	-1	0.8	3	-4	-6	1	-8	8
#47 Cc1ccc(-c2cc(C(=O)N3CCC4(CC3)OCCO4)no2)cc1
 : -6	-8	-1	-0.4	6	-6	-3	-6	8	1
#48 COc1ccc([C@@H](O)[C@@H](N)c2ccccc2)cc1
 : 13	-6	-3	0.4	2	-3	3	-2	3	-2
#49 CC(CC(C#N)(c1ccccc1)c1ccccc1)N1CCCCC1 (centres undefined)
 : -8	1	8	-0.6	4	-6	-6	-2	-3	6
#50 Cc1ccsc1C(=O)C1CCCN(Cc2ccc(O)cc2)C1 (centres undefined)
 : 9	-5	1	0.1	2	2	-3	9	9	-1
#51 C=CCCC1(C(C)C)C(=O)NC(=S)NC1=O
 : 1	2	1	1.0	3	8	5	-1	2	-1
#52 CNC(=S)N(C)CCc1cc2c(c(OC)c1C=C1C(=O)NC(=O)NC1=O)OCO2
 : -1	15	-4	0.6	-2	2	0	1	1	0
#53 ClCCN(CCCl)c1ccc(-n2cnc3c(Cl)ncnc32)cc1
 : -1	-2	2	0.6	1	-3	-2	-1	-4	3
#54 c1ccc(CN2CCN(Cc3ccc4c(c3)OCCO4)CC2)cc1
 : 1	4	2	-0.2	3	4	4	2	-5	3
#55 Cc1ccc(Cn2nnnc2CN2CCC(n3nnc4ccccc43)CC2)cc1
 : -10	0	1	0.7	0	-5	4	-3	9	2
#56 O=c1[nH]c(=O)n(CCC2=CCCCC2)c(O)c1/C=N/Nc1cccc2ccccc12
 : -1	18	1	-4.4	-5	-1	2	10	-16	-4

Bioassay records (PubChem)
